Compound activity deposited in PubChem BioAssay by several laboratories.
NRP1-CendR mod – alters CendR peptide binding to human NRP-1; O14786; FAM-RPARPAR peptide binding to NRP-1, fluorescence polarization; inhibition, % at 25 µM; 0.85% of 360,000 active; AID 602438;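 active = inhibition or corrected inhibition above about 18%, plus a signal ratio from 0.5 to 1.5, limit read from the data, passing the limit was not always enough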; also: strong numbers were not always called active
SKN-1 inh – blocks SKN-1 activity in C. elegans; C. elegans VP596 Pgst-4::GFP/RFP ratio, acrylamide-induced, 24 h; inhibition, % at 21.8 µM; 0.49% of 360,000 active; AID 624304;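 active = interference check ratio from 0.5 to 1.5 plus GFP to RFP signal ratio inhibition reaching or exceeding a fixed threshold, cut at about 30% in these data, passing the limit was not always enough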; also: some compounds called inactive have numbers as strong as hits
SUMO1 PPI mod – SUMO1-SIM interaction modulation | P63165 | SUMO1 binding to a labelled peptide, TR-FRET, 1 h | inhibition, % at 20 µM | 0.33% of 360,000 active | AID 602429; in the data active = inhibition above about 37%
Target sequence (P63165 whole entry, looked up): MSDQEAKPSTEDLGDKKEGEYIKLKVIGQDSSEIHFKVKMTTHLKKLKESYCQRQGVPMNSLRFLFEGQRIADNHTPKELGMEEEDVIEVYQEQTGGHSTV
Tb MetRS inh – blocks T. brucei methionyl-tRNA synthetase activity | purified T. brucei MetRS, ATP depletion, Kinase-Glo luminescence | inhibition, % at 11.9 µM | 0.4% of 360,000 active | AID 624268;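 active = inhibition above a per-plate cutoff of the control wells' mean inhibition plus 3 SD, cut at about 5.5% in these data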;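 also: 0% = DMSO wells median and 100% = median of wells with control inhibitor compound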
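Test system: purified T. brucei MetRS enzyme. Also added: ATP, methionine and E. coli bulk tRNA substrates. Compound: 11.9 µM single point. Schedule: 15 min enzyme-compound preincubation, 2 h reaction, 10 min detection, 25 °C. Signal: luciferase luminescence of residual ATP, Kinase-Glo. Evaluation: percent inhibition versus plate control medians. Controls: DMSO wells, low control.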
STEP inh – inhibitors of human striatal-enriched phosphatase STEP. inhibition, % at 20 µM. recombinant STEP, OMFP fluorogenic substrate, fluorescence. P54829. AID 588621. 0.25% of 360,000 active;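 active = inhibition at 20 µM, scaled per plate between control wells, above about 37%, limit read from the data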;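 also: 0% = DMSO with enzyme and substrate and 100% = substrate only without enzyme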
Target sequence (P54829 whole entry, looked up): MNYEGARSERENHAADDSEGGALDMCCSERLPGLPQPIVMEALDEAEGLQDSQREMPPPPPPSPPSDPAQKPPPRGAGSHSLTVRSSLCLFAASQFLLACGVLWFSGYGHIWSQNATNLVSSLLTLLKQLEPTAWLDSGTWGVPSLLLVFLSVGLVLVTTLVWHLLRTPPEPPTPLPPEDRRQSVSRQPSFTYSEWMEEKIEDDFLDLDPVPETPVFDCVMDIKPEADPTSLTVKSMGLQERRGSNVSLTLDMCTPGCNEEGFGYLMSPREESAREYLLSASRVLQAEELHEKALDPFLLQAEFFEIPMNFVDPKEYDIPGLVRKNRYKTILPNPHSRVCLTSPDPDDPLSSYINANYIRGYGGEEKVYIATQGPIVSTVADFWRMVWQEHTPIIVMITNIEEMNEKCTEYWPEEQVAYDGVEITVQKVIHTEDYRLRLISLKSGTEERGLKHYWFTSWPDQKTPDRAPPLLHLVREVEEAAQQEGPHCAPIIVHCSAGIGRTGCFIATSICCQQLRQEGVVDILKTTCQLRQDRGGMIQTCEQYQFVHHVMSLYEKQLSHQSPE
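medium = Bis-Tris buffer pH 6.0, 2.5 mM DTT, 0.005% Tween 20 | test system = STEP (striatal-enriched tyrosine phosphatase) enzyme, cell-free | measure = normalized % inhibition | compound dosing = 20 µM, 1% DMSO | also added = 25 µM OMFP | schedule = reaction 20 min, ambient temperature | measured by = fluorescence read at 480 nm ex / 540 nm em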
LMPTP inh – blocks human LMPTP phosphatase; P24666; AID 651560; recombinant LMPTP-A, OMFP fluorogenic substrate, fluorescence intensity; inhibition, % at 20 µM; 0.22% of 360,000 active;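 active = compounds that cut the enzyme signal by at least half of the control window in the single-dose screen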;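 also: plate controls were DMSO wells with enzyme plus substrate for no effect and substrate without enzyme for full effect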
Target sequence (P24666 whole entry, looked up): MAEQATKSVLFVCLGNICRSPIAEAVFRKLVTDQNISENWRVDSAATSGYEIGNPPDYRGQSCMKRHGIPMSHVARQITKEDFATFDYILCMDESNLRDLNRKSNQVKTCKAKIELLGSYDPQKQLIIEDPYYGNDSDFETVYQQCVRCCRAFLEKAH
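Material: LMPTP-A; amount: 0.625 nM enzyme; doses: single 20 µM dose; times: reaction 50 min, room temperature, dark; technique: fluorescence intensity of OMFP turnover product; benchmarks: no-enzyme and uninhibited controls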
DNMT1 inh – DNMT1 (human) enzyme inhibition; P26358; DNMT1 molecular beacon, Hinp1I cleavage, fluorescence; inhibition (reported as % activation of signal), % at 10 µM; 0.83% of 360,000 active; AID 588458; in the data active = inhibition above about 50%
NadD inh – inhibitors of Staphylococcus aureus NadD. purified NadD enzyme, colorimetric absorbance read-out. inhibition, % at 20 µM. 0.78% of 360,000 active; in the data active = inhibition above about 26%; also: some compounds past the cut are filed as inactive
Scp1 inh – inhibitors of human Scp-1 phosphatase | Q9GZU7 | Recombinant Scp1, phosphopeptide, malachite green phosphate absorbance | inhibition, % at 20 µM | 0.88% of 340,000 active | AID 493091;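 active = inhibition above about 50% at 20 µM, limit read from the data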;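 also: plate controls were DMSO wells with enzyme for no effect and wells lacking enzyme for full effect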
Target sequence (Q9GZU7 76-261 limits assumed): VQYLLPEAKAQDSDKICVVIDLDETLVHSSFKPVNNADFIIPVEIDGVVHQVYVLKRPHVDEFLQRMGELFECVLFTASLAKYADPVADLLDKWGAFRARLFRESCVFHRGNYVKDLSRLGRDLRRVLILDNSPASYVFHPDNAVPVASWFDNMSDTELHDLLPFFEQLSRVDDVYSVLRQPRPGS
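Test system – truncated SCP-1 phosphatase (76-261aa) · Reagent – Phosphorylated 17-residue peptide substrate · Incubation – 45 min room-temperature reaction, 5 min colour, 30 min stabiliser · Detection – colorimetric phosphate reagent with accelerator and stabiliser, absorbance at 630 nm · Measure – % inhibition at 20 µM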
Neddyl block – blocks human cullin neddylation; 0.58% of 360,000 active; P61081+Q13564; AID 651699; TR-FRET cullin neddylation, biochemical; calls only at 25 µM; in the data active = inhibition above about 36%
Numbers without * were called inactive; i = inactive; · = not tested or not shown; + = active, no number; & = joins results of further samples.

No.	molecule	NRP1-CendR mod	SKN-1 inh	SUMO1 PPI mod	Tb MetRS inh	STEP inh
1	CCC1=NN(C(=O)CCc2ccccc2O)C(O)(C(F)(F)F)C1 (centres undefined)	-3	1	-2	-0.6	-2
2	COc1ccccc1NC(=O)CSc1ccc2nnc(CCNC(=O)c3ccccc3)n2n1	5	-2	-3	0.4	0
3	O=C(NCC1CCOCC1)c1ccc2nc(Cc3cccc(Cl)c3)oc2c1	0	10	-8	0.1	-1
4	CC1(C)CC[C@]2(C(=O)O)CC[C@]3(C)C(=CC[C@@H]4[C@@]5(C)CC[C@H](O[C@@H]6O[C@H](C(=O)O)[C@@H](O)[C@H](O[C@@H]7OC[C@H](O)[C@H](O)[C@H]7O)[C@H]6O)C(C)(C)[C@@H]5CC[C@]43C)[C@@H]2C1	-104	6	34	-0.2	2
5	Cc1cc(C)c2c(N)c(C(=O)NC3CC3)sc2n1	2	10	-10	-0.2	1
6	CCOc1cc(-c2ccccc2)nc2c1CN(S(=O)(=O)c1ccc(C)cc1)C(c1cccc(Cl)c1)C2 (centres undefined)	0	2	4	-0.4	·
7	CN(C)/N=C/c1ccc(P(c2ccc(/C=N/N(C)C)o2)c2ccc(/C=N/N(C)C)o2)o1	-2	4	-9	-0.5	-2
8	CC1CCCC(NC(=O)CN2C(=O)c3cccnc3Oc3ccc(Cl)cc32)C1C (centres undefined)	1	15	8	0.0	-1
9	COc1cc(C(=O)NC2=NCCS2)ccc1OCc1c(C)noc1C	-4	5	-2	-0.3	4
10	Cc1cccc([C@H](NC(=O)OC(C)(C)C)C(=O)OC(C)(C)C)c1	3	15	1	-0.1	-1
11	Clc1cccc(Nc2nc(N3CCOCC3)nc(N3CCOCC3)n2)c1	15	-10	-1	0.0	2
12	CCN(CC(=O)Nc1c(F)cccc1F)C(=O)c1ccc(-c2ccc(C(C)=O)cc2)o1	45*	7	-32	-0.3	-2

No.	LMPTP inh	DNMT1 inh	NadD inh	Scp1 inh	Neddyl block
1	-0.7	0	-6	-3	i
2	0.4	0	-3	2	i
3	0.6	1	-4	0	i
4	-0.4	5	13	40	i
5	-1.8	-3	2	-15	·
6	2.0	·	·	·	i
7	1.9	-10	-8	-4	i
8	0.6	4	6	-6	i
9	-0.5	2	1	-2	i
10	0.1	2	-3	-8	i
11	0.9	2	-1	2	i
12	-1.0	-2	0	-1	+

No.	molecule	NRP1-CendR mod	SKN-1 inh	SUMO1 PPI mod	Tb MetRS inh	STEP inh
13	Cc1ccccc1OCC(=O)OCC(=O)NC1CCCC(C)C1C (centres undefined)	-5	-5	3	-0.4	-3
14	CCOC(=O)C1CCN(c2ncnc3c2[nH]c2cccc(OC)c23)CC1	12	14	9	-0.1	2
15	COc1ccc(C(=O)Nc2nc(N)n(-c3ccccc3)n2)cc1	9	2	2	-0.5	-1
16	O=C(Cc1ccccn1)c1ccccc1	-1	7	0	-0.1	-1
17	O=C(Nc1ccc(Br)cc1)c1cccc2c1C(=O)N(C1CCCCC1)C2	6	9	2	-0.1	3
18	CCOC(=O)CCc1c(C)c2ccc(OCC(=O)OC(C)C)cc2oc1=O	-13	13	-4	-1.1	2
19	COc1ccc(-c2nc3ccccc3c(=O)n2CCOc2c(C)cccc2C)cc1	15	9	-3	-0.6	2
20	Cc1cc([N+](=O)[O-])ccc1NC(=S)NC(=O)Cc1ccccc1	-1	8	-23	3.5	2
21	COc1ccc2[nH]cc(CCNS(=O)(=O)c3ccc(F)cc3)c2c1	0	8	2	-1.2	3
22	CC(OC(=O)c1ccccc1OCc1ccc(Cl)cc1)C(N)=O (centres undefined)	14	3	2	-0.2	1
23	COc1ccc(OC)c(C2C(C(=O)c3cccs3)=C(O)C(=O)N2CCN2CCOCC2)c1 (centres undefined)	4	-6	0	-0.9	-2
24	COc1ccc(OC)c(/C=C2\Oc3cc(OCC(=O)N4CCC[C@H]4C(=O)O)ccc3C2=O)c1	-38	-7	5	0.0	1

No.	LMPTP inh	DNMT1 inh	NadD inh	Scp1 inh	Neddyl block
13	-0.7	-3	0	·	i
14	3.7	-3	5	6	·
15	-0.8	2	-4	-10	i
16	-1.8	0	-2	-7	i
17	4.5	-2	-1	-14	i
18	-1.5	9	-3	-4	·
19	0.3	6	14	12	i
20	0.4	-4	-10	-17	i
21	-0.5	-1	-7	-5	i
22	1.7	0	-5	0	i
23	-0.5	-6	1	-10	i
24	2.0	-6	2	1	i

9 neighbouring compounds from above, quoted:
No.	molecule	NRP1-CendR mod	SKN-1 inh	SUMO1 PPI mod	Tb MetRS inh	STEP inh
16	O=C(Cc1ccccn1)c1ccccc1	-1	7	0	-0.1	-1
17	O=C(Nc1ccc(Br)cc1)c1cccc2c1C(=O)N(C1CCCCC1)C2	6	9	2	-0.1	3
18	CCOC(=O)CCc1c(C)c2ccc(OCC(=O)OC(C)C)cc2oc1=O	-13	13	-4	-1.1	2
19	COc1ccc(-c2nc3ccccc3c(=O)n2CCOc2c(C)cccc2C)cc1	15	9	-3	-0.6	2
20	Cc1cc([N+](=O)[O-])ccc1NC(=S)NC(=O)Cc1ccccc1	-1	8	-23	3.5	2
21	COc1ccc2[nH]cc(CCNS(=O)(=O)c3ccc(F)cc3)c2c1	0	8	2	-1.2	3
22	CC(OC(=O)c1ccccc1OCc1ccc(Cl)cc1)C(N)=O (centres undefined)	14	3	2	-0.2	1
23	COc1ccc(OC)c(C2C(C(=O)c3cccs3)=C(O)C(=O)N2CCN2CCOCC2)c1 (centres undefined)	4	-6	0	-0.9	-2
24	COc1ccc(OC)c(/C=C2\Oc3cc(OCC(=O)N4CCC[C@H]4C(=O)O)ccc3C2=O)c1	-38	-7	5	0.0	1

No.	LMPTP inh	DNMT1 inh	NadD inh	Scp1 inh	Neddyl block
16	-1.8	0	-2	-7	i
17	4.5	-2	-1	-14	i
18	-1.5	9	-3	-4	·
19	0.3	6	14	12	i
20	0.4	-4	-10	-17	i
21	-0.5	-1	-7	-5	i
22	1.7	0	-5	0	i
23	-0.5	-6	1	-10	i
24	2.0	-6	2	1	i

The listing continues:
No.	molecule	NRP1-CendR mod	SKN-1 inh	SUMO1 PPI mod	Tb MetRS inh	STEP inh
25	O=C(Nc1cccc(Cl)c1)c1ccc(F)c(S(=O)(=O)N2CCN(c3ccccn3)CC2)c1	5	8	-1	-0.5	2
26	Cc1cc(C)cc(NC(=S)Nc2ccc3cn[nH]c3c2)c1	-8	-5	2	-0.2	1
27	Cn1c(=O)c2c3c(sc2n2cnnc12)CCC3	9	32	4	-1.0	8
28	COc1ccc(NS(=O)(=O)c2cc(OCC(N)=O)c(C)cc2Cl)cc1	4	-3	1	-0.8	2
29	c1cc2c3c(cccc3c1)NC(c1ccc3c(c1)OCO3)N2	1	-2	6	0.2	9
30	CC(=O)c1ccc(Oc2cc(C)nc(-n3nc(C)cc3C)n2)cc1	-15	-11	2	-0.9	14
31	CC(C)CC(NC(=O)C1CCC(C)CC1)C(=O)NCc1ccccn1 (centres undefined)	-1	2	-3	0.3	2
32	O=C1C(N2CCOCC2)=C(n2nnc3ccccc32)C(=O)c2ccccc21	21	-14	-3	-2.2	0
33	CC(C)(C)OC(=O)Nc1ccc([C@@H](NC(=O)OC(C)(C)C)C(=O)OC(C)(C)C)cc1	1	-2	0	-0.1	1
34	Cn1c(SCC(=O)Nc2sccc2C#N)nnc1-c1ccccc1	-14	-3	9	-1.0	0
35	CCc1ccc(NC(=S)N(CCCN2CCOCC2)Cc2ccco2)cc1	-13	-2	0	-1.1	1
36	O=C(Nc1nccs1)c1ccc(-c2ccc(Cl)cc2)o1	0	41*	-8	-0.6	3

No.	LMPTP inh	DNMT1 inh	NadD inh	Scp1 inh	Neddyl block
25	1.8	-6	6	-1	i
26	-0.4	15	0	-11	i
27	1.0	8	1	7	i
28	0.1	5	-3	-3	i
29	12	-1	10	11	i
30	0.4	4	1	2	i
31	-1.0	8	-3	-3	i
32	2.8	24	-1	-7	i
33	-0.1	9	-4	-3	i
34	14	2	4	10	i
35	-1.9	0	-6	-4	i
36	4.1	-4	-6	-11	i

No.	molecule	NRP1-CendR mod	SKN-1 inh	SUMO1 PPI mod	Tb MetRS inh	STEP inh
37	COc1ccc(OCC(=O)Nc2ccc(NC(=O)c3cccs3)c(OC)c2)cc1	4	-6	2	-0.6	-7
38	O=C(CSc1nnc(-c2ccccc2)c(-c2ccccc2)n1)N1CCOCC1	8	10	-3	-0.4	0
39	CCC(C)Sc1cc(C)c(C#N)c2nc3ccccc3n12 (centres undefined)	-1	12	-15	0.5	0
40	S=c1[nH]nc(COc2ccc(Cl)cc2)o1	-7	-3	1	0.2	0
41	CSCCC(=O)N1CCN(CC(=O)N2CCCC2)CC1	3	14	0	-0.4	0
42	O=P(CCCO)(Cc1ccccc1)Cc1ccccc1	5	10	6	-0.6	0
43	S=C1NCCc2ccc(Cl)cc2C1c1ccccc1Cl (centres undefined)	1	-5	-2	-0.5	-1
44	COc1cc(/C=C/C(=O)OCC(=O)Nc2cc(S(=O)(=O)N3CCCCC3)ccc2C)ccc1O	-5	1	-6	0.1	-1
45	Cc1cc(-c2nc(C)c(C(=O)NNS(=O)(=O)c3ccc(Cl)cc3Cl)s2)no1	-8	4	-6	-3.3	-2
46	CCOC(=O)C1CCCN(C(=O)c2cc(S(=O)(=O)Nc3ccccc3OC)ccc2C)C1 (centres undefined)	3	4	0	0.3	-2
47	CCOC(=O)C1=CCN(S(=O)(=O)c2ccc(Br)cc2)C1c1ccc(C)cc1 (centres undefined)	7	9	4	-1.2	3
48	NC(N)=N/N=C/c1c(Cl)cccc1Cl	-12&-9	14&-8	-7&5	-0.4&-0.3	-2&0
49	Cn1c(C(=O)N2CCN(c3ccc([N+](=O)[O-])cc3)CC2)cc2c(=O)[nH]c3ccccc3c21	-4	-6	12	-1.1	4
50	Nn1c(SCC(=O)Nc2ccc3c(c2)OCCO3)nnc1-c1ccccn1	-8	8	-1	-0.9	3

No.	LMPTP inh	DNMT1 inh	NadD inh	Scp1 inh	Neddyl block
37	-1.3	0	-2	1	i
38	-1.1	2	1	-13	i
39	2.0	13	3	-12	·
40	-0.2	2	3	-7	i
41	-0.5	-1	6	-1	i
42	-1.8	3	-6	-8	i
43	2.5	1	0	0	i
44	1.6	-9	8	3	+
45	0.2	1	-3	-17	i
46	-1.1	1	1	-6	i
47	3.2	-13	6	·	i
48	1.2&0.4	0&3	-3&-1	-6&-9	i
49	33	2	25	-1	i
50	0.2	-11	2	-1	i
